KDM5B inh = Primary screen for KDM5B Histone Demethylases FDH-coupled qHTS. KDM5B demethylase, FDH-coupled NADH fluorescence (FDH is formaldehyde dehydrogenase). 220,000 tested, 2.6% active. Potency, µM (top dose mostly 57.7 µM), without a hit: top-dose activity change, negative = inhibition, most hits filed as inhibitors; active means well fitted inhibition curve with a large enough effect; inconclusive means small, poorly fitted or top-dose-only effect; inactive means no such curve, though single readings can be large or run the other way; further: 0% is about no effect; nearly all actives have a fitted effect of over 70% in size
Target sequence (Q9UGL1 whole entry, looked up): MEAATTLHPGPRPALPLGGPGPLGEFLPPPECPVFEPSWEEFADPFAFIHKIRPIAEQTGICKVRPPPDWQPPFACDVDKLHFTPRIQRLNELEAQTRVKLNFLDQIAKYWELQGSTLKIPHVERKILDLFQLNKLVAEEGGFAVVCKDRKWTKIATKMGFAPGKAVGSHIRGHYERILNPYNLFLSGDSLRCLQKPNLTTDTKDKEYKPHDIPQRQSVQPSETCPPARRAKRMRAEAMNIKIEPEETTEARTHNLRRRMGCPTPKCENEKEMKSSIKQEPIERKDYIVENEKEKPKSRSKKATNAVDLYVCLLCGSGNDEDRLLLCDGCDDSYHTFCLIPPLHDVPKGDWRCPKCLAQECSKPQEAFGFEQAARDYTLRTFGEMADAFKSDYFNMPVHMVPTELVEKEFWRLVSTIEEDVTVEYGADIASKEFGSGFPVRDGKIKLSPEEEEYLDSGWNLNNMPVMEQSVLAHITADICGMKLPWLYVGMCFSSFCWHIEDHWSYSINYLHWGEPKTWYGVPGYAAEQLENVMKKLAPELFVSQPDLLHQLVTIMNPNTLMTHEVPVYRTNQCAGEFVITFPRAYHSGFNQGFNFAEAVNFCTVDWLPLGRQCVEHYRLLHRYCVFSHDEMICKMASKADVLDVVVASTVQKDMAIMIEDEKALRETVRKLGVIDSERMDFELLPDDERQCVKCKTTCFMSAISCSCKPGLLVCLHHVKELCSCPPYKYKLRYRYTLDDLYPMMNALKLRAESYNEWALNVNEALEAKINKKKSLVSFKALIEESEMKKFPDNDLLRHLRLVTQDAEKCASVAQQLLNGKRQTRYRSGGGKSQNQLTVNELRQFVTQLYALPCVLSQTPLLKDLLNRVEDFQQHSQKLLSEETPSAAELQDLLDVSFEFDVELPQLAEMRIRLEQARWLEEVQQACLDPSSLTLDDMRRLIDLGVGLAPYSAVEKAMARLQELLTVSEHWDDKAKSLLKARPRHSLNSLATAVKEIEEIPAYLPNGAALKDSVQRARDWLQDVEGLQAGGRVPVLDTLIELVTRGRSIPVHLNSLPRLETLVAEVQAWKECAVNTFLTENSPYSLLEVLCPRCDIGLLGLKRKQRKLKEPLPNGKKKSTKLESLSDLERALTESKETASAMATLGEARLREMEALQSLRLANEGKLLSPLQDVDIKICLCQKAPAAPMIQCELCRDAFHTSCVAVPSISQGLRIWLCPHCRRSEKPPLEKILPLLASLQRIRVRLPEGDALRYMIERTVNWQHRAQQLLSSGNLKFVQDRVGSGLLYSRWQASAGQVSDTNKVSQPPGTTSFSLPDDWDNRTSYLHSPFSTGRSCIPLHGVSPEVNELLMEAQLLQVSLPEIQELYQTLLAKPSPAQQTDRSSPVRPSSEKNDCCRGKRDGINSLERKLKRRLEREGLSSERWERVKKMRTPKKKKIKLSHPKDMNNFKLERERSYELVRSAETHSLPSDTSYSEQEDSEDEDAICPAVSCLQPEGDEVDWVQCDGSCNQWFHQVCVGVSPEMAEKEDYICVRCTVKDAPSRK
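Inhibition is measured as reduced NADH fluorescence generation from FDH coupling to formaldehyde release. Truncated KDM5BΔAP at 200 nM final acts on H3K4me3 peptide (12.5 µM in substrate mix) in pH 7.5 HEPES buffer with Tween-20, 30 min, room temperature.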
* hit, by the source's call; ? = inconclusive; [ ] = another dose, or the depositor's remark. Potency means the concentration at half of the fitted maximal effect. A portion of the library. The share of hits here may be higher or lower than overall.

SMILES	KDM5B inh
COc1ccc(CN2CCC3(CC2)CC(=O)Nc2ccccc2O3)cc1	-20.8%
CCc1nc2c(c(-c3ccc(Cl)cc3)n1)CN(Cc1ccc(N(C)C)cc1)CC2	-6.0%
CC(=O)c1cccc(S(=O)(=O)NC(C)C2CC3CCC2C3)c1 (configuration not stated)	-4.3%
c1ccc2cc(CNCCN3CCCC3)ccc2c1	11.3%
Cc1c(C(=O)Nc2cccc(C(F)(F)F)c2)sc2nc3n(c(=O)c12)CCCC3	-10.2%
COc1ccc(S(=O)(=O)NCCCN2CCOCC2)cc1F	34.5%
CCCc1nn(-c2ccccc2C)c(OC(C)=O)c1-c1ccc(NC(=O)CC)cc1	-21.9%
COc1ccccc1C(=O)c1c(N)c(-c2nc(-c3ccccc3)cs2)c2ccccn12	-3.8%
COc1cc(/C=C/C(=O)c2ccc(OCC#N)cc2)ccc1OCCC(C)C	?
COCc1nc(CCNC(=O)c2cnn3c(C)c(Cc4ccccc4Cl)c(C)nc23)no1	?

A draw from above in order of count of non-hydrogen atoms, rising:
SMILES	KDM5B inh
CC(=O)c1cccc(S(=O)(=O)NC(C)C2CC3CCC2C3)c1 (configuration not stated)	-4.3%
COc1cc(/C=C/C(=O)c2ccc(OCC#N)cc2)ccc1OCCC(C)C	?
CCc1nc2c(c(-c3ccc(Cl)cc3)n1)CN(Cc1ccc(N(C)C)cc1)CC2	-6.0%
CCCc1nn(-c2ccccc2C)c(OC(C)=O)c1-c1ccc(NC(=O)CC)cc1	-21.9%

(continued)
SMILES	KDM5B inh
CN(C)C(CNC(=O)C1CCC(C(C)(C)C)CC1)c1ccsc1 (configuration not stated)	-7.6%
Cc1cccc(-n2cc(-c3ccccc3)nc2SCC(=O)Nc2ccccc2Cl)c1	-15.6%
O=C(CN(c1ccccc1F)S(=O)(=O)c1ccccc1)Nc1ccccc1C(=O)O	-6.0%
Cn1c(=O)c2c(nc(NCc3ccco3)n2Cc2ccccc2)n(C)c1=O	-7.9%
CC(C)C/C(=N\NC(=O)C1CC1c1ccccc1)c1ccccc1 (configuration not stated)	19.7%
CCOc1ccccc1CNC(=O)c1cccc2c1CCN2C(=O)CC	-8.4%
COc1ccc(OCCNC(=O)c2cn(C)c3ccccc23)cc1	15.9%
Cc1noc(C)c1[S+](=O)([O-])N(C)Cc1cccn1C	-3.0%[86.2 µM]
COC(=O)C1=C(C)N(Cc2ccccc2F)C(=O)CC1c1ccccc1Cl (configuration not stated)	6.3%
COc1cccc(C(=O)Nc2ccc(NC(=O)C3CC=CCC3C(=O)O)cc2)c1 (configuration not stated)	14.7%

Given field by field: part of the list above
> Cn1c(=O)c2c(nc(NCc3ccco3)n2Cc2ccccc2)n(C)c1=O
  KDM5B inh: -7.9%

> CC(C)C/C(=N\NC(=O)C1CC1c1ccccc1)c1ccccc1 (configuration not stated)
  KDM5B inh: 19.7%

> CCOc1ccccc1CNC(=O)c1cccc2c1CCN2C(=O)CC
  KDM5B inh: -8.4%

> COc1ccc(OCCNC(=O)c2cn(C)c3ccccc23)cc1
  KDM5B inh: 15.9%

Continued:
SMILES	KDM5B inh
CC(=O)Nc1ccc(Nc2nc(-c3sc(C)nc3C)cs2)cc1	-3.8%
O=C(OCC(=O)N(CCc1ccccc1)Cc1ccccc1)c1ccccc1NCCO	?
O=C(Nc1ccc(C(=O)OCc2cc(=O)n3c4c(sc3n2)CCCC4)cc1)c1ccc(F)cc1	-0.4%
CC1CCc2c(sc3nnn(CC(=O)Nc4cccc(C(F)(F)F)c4)c(=O)c23)C1 (configuration not stated)	-23.1%
COc1ccc(C(C(=O)NCC2CCCO2)N(Cc2ccc(F)cc2)C(=O)CNC(=O)c2ccco2)cc1OC (configuration not stated)	4.3%
Cc1ccc(Cl)c2sc(NC(=O)c3ccc(S(=O)(=O)N4CCCC4)cc3)nc12	?
Cc1c(Cl)ccc2c(C(=O)Nc3cc(C(C)(C)C)on3)cc(-c3ccccn3)nc12	?
C=CCNc1nc(C(=O)OC(C)C(=O)Nc2ccc(F)c(F)c2F)cs1 (configuration not stated)	-3.1%
COc1cc(Cl)cc(C(=O)N2CCC3(CCCNC3)C2)c1 (configuration not stated)	-20.0%
Cn1c(=O)[nH]c(=O)c2c1nc(N1CCN(Cc3cccc(Cl)c3)CC1)n2Cc1ccccc1F	-0.2%
NC(=O)[C@H](CCC(=O)O)NC(=O)[C@@]1(O)C[C@@H](O)[C@H](O)[C@@H](NS(=O)(=O)c2cccc(C(F)(F)F)c2)C1	-5.8%
CS(=O)(=O)c1ccc(CC(=O)N[C@@H]2COCC[C@@H]2OCC2CC2)cc1	-12.3%
COc1ccc(C2C(C(C)=O)=C(O)C(=O)N2c2ccc(C)cc2)cc1 (configuration not stated)	-1.0%
CCCCNC(=O)c1cc(-c2ccc(C)o2)nc2ccccc12	?
Cc1ccc(CSCCCn2c(=O)c3c(ncn3C)n(C)c2=O)cc1	14.9%
O=C(CSC1=Nc2ccccc2C2=NC(c3ccccc3)C(=O)N12)Nc1cc(F)ccc1F (configuration not stated)	-26.0%
CCn1cc(S(=O)(=O)N2CCc3n[nH]c(=O)n3CC2)cn1	-34.9%
COc1ccc(/C=C\C(=O)NC2CC(=O)N(c3ccc(F)cc3)C2)cc1OC (configuration not stated)	?
Cc1ccc(-c2cc3c(=O)n(CCNC(=O)c4ccc(F)c(F)c4)ccn3n2)cc1C	?
CC(C)c1ccc(C(=O)NCc2c[nH]c3ncccc23)cc1	-16.2%[86.2 µM]
C=CCC1(C(=O)O)CCCN(C(=O)c2cnn3c2CCCC3)C1 (configuration not stated)	23.7%
Cc1cc(C)c(-n2[nH]nnc2=S)c(C)c1	?
Cc1ccc(S(=O)(=O)Oc2ccc3oc(=O)c(-c4ccccc4)c(C)c3c2)cc1	24.1%
COC(=O)c1cccc(NC(=S)N[C@H]2CO[C@H]3[C@@H]2OC[C@H]3OC(=O)Nc2ccccc2)c1	-14.9%
Cc1ccc(Cl)cc1NC(=O)C1CCC(CNS(=O)(=O)c2cccc3nsnc23)CC1 (configuration not stated)	6.9%[11.5 µM]
Cc1cc(C(F)(F)F)nn1CCc1nnc(Nc2ccn(Cc3ccccc3Cl)n2)s1	-17.9%
CN(CC(=O)N1CCC(C)(c2noc(C3CC3)n2)CC1)S(=O)(=O)c1cccs1	-7.1%
Cc1nn(CC(=O)Nc2ccccc2F)c(=O)c2c(C)n(-c3ccc(Cl)cc3)nc12	-13.8%
O=C1CCCN1c1ccc(Cn2ccn3nc(-c4ccc(F)cc4)c(CO)c3c2=O)cc1	?
COC(=O)c1ccc(Oc2coc3cc(OCc4ccc(Br)cc4)ccc3c2=O)cc1	-2.4%
CC1CCN(C(=O)Cn2cc(SCC(=O)NCc3ccccc3Cl)c3ccccc32)CC1	-26.3%
CCS(=O)(=O)N1C[C@@H](Oc2ccccc2)C[C@H]1C(=O)NC	-10.0%
Cc1[nH]c2ccccc2c1C(=O)C(=O)N1CCN(C2CC2)CC1	5.7%
CCOc1ccc(C(=O)c2oc3ccccc3c2NC(=O)c2cc(=O)c3ccc(C)cc3o2)cc1	-16.2%
CCOC(=O)C1(Cc2ccccc2F)CCCN(C(=O)CCN2CCCCC2=O)C1 (configuration not stated)	-12.0%
COCCN1CCCCCC(O)c2cc(C(=O)NCCC3=CCCCC3)ccc21 (configuration not stated)	-22.7%
Cn1cccc1/C=N/N1CCN(Cc2cccc3ccccc23)CC1	-17.0%
C/C(=N/NC(=O)c1sc(NS(=O)(=O)c2ccccc2)nc1C)c1sc(N)nc1C	-8.2%
CCc1ccc(NS(=O)(=O)c2[nH]ncc2C(=O)OC)cc1	4.5%
COc1ccc(/C=C(\C#N)c2nc(-c3cc(Cl)ccc3OC)cs2)cc1	-28.2%
COC(=O)[C@H](Cc1ccccc1)NC(=O)NCCc1ccc(OC)cc1	23.1%
CC(C)Cc1ccc(C(C)NC(=O)C2CCC2)cc1 (configuration not stated)	22.7%
NC1=C(O)C(=O)C(c2ccccc2)O1 (configuration not stated)	?
CCC(=O)Oc1ccc2c(c1)O/C(=C\c1ccco1)C2=O	?
Cc1ccccc1CN1C[C@H](O)C[C@H]1c1nc(-c2cccnc2)no1	?
Cc1nc(SCC(=O)N2CCN(c3ccccc3)CC2)[nH]c(=O)c1C	-0.1%
CC1CCCCN1S(=O)(=O)c1ccc(F)c(C(=O)Nc2ccccc2C(F)(F)F)c1 (configuration not stated)	3.4%
Cc1nonc1CN1CCN(C(C(=O)O)c2c[nH]c3cc(Br)ccc23)CC1 (configuration not stated)	-8.0%
COC(=O)c1ccc(Cn2c(SCc3ccccc3F)nc3ccncc32)cc1	-10.3%
COc1ccc(-c2nc(C)c(-c3ccccc3)s2)cc1OC	?
Following part.
SMILES	KDM5B inh
CN(C)CC(=O)N1C[C@@H]2CN(c3cc(C4CC4)ncn3)C[C@]2(C(=O)O)C1	8.1%
CCC(=O)N1CCc2cc(Br)cc(S(=O)(=O)NCCc3ccccc3)c21	0.5%
CC(=O)N(CCCN(C)C)c1nc2ccc(C)cc2s1	-0.1%
COc1ccc(C(=O)NC2CCN(c3cc(-c4cccs4)[nH]n3)C2)cc1F (configuration not stated)	?
C/C(CC(C)C)=N\NC(=O)CCC(=O)N/N=C(\C)CC(C)C	?
CC1=C[C@@H](CO)[C@H](C(C)C)C[C@H]1CC(=O)NCc1cc(F)cc(F)c1	-3.5%[86.2 µM]
O=C(Cc1ccccc1F)N1CCC2(CC1)CC(OCC1CC1)CCO2 (configuration not stated)	18.3%
CCC1c2ccsc2CCN1C(=O)CCc1ccc(S(=O)(=O)N2CCCCC2)cc1 (configuration not stated)	-7.5%
Cc1onc(-c2ccccc2)c1C(=O)N(Cc1ccccn1)Cc1ccccn1	3.1%
Cc1ccc(C)c(N(C)S(=O)(=O)c2ccc3[nH]cc(C(=O)NC4CCCC4)c(=O)c3c2)c1	?
CC(=O)c1ccc(O)cc1	-7.9%
COc1ccc(OCc2ccc(-c3nc(C#N)c(NCCc4ccccc4)o3)o2)cc1	?
Cc1cccc(-n2c(C)nc3cc(C(=O)NC4CCCCCC4)ccc32)c1	-7.9%
O=C(N[C@@H]1CN(C(=O)Nc2ccc(F)cc2)CCC[C@H]1O)c1ccc(OCCN2CCCC2)cc1	28.2µM*
CCOc1ccc(N(c2nc(-c3ccc(OC)c(OC)c3)no2)c2nc(-c3ccc(OC)c(OC)c3)no2)cc1	5.9%
COc1cccc(NC(=O)CCc2nc(-c3cc(OC)c(OC)c(OC)c3)no2)c1	?
COc1ccc(-c2onc(C)c2C(=O)N[C@H](C)c2cccc(OC)c2)cc1	-4.0%
O=S(=O)(NCC(c1ccccc1)N1CCc2ccccc21)c1ccccc1 (configuration not stated)	?
CN1C[C@@H](NC(=O)Nc2cccc(C#N)c2)C[C@H]1c1nc(-c2ccc(Cl)cc2)no1	-9.6%[86.2 µM]
CCn1c(C)cc(C(=O)COC(=O)c2csc(NCc3ccccc3)n2)c1C	4.8%
CN1CCC(C(=O)N2Cc3ccccc3CC3(CCCN3C)C2)CC1 (configuration not stated)	0.6%[115 µM]
Cn1c(=O)c2c(ncn2CC(=O)NCCc2cccc(F)c2)n(C)c1=O	0.3%
CC(C)c1ccc(Nc2c(-c3ccc(N4CCOCC4)cc3)nc3ncccn23)cc1	0.9%
COCCn1c(SCC(=O)c2ccc(F)cc2)nnc1-c1ccc(Cl)cc1	5.9%
CC(=O)Nc1ccc(NC(=O)c2ccc(C)cc2Cl)cc1	20.4%
CCCn1nc(C(=O)NCC(c2ccc(OC)cc2)N(C)C)c2ccccc2c1=O (configuration not stated)	11.7%
Cn1nc(C(=O)N2CCCn3nc(CO)cc3C2)c2ccccc2c1=O	38.6%[activator]
CCCc1cnc2c(c1SCC(=O)N1CCC(C)CC1)c(=O)n(C)c(=O)n2C	-1.4%
O[C@H]1[C@H](NCC2CCCC2)[C@@H](C2CCCCC2)C[C@H]1O	-1.9%[115 µM]
c1ccc(O[C@H]2COCCN(Cc3cccc4c3OCO4)C2)cc1	-24.3%[86.2 µM]
CC(NC(=O)c1cc(=O)c2ccccc2o1)c1ccncc1 (configuration not stated)	-4.3%
O=C(COc1ccc(Cl)cc1)N(CCCN1CCOCC1)c1nc2ccccc2s1	-14.9%
Cc1ccc(Cn2c(=O)n(Cc3ccccc3)c(=O)c3oc4ccccc4c32)cc1	-18.1%
CN1[C@@H](CCC(=O)N2CCOCC2)CNC(=O)[C@@H]2[C@H]1CCN2CC(C)(C)C	-10.7%[86.2 µM]
Cc1nnnn1CCc1nc(COc2cccc(F)c2)nn1CCO	-12.0%
O=C(Nc1cccc2ncccc12)C1CCCN(S(=O)(=O)c2ccccc2)C1 (configuration not stated)	-24.3%
CC(C)CCN1CCC(N2CCN(S(=O)(=O)Cc3ccc(F)cc3Cl)CC2)C1=O (configuration not stated)	13.8%
CCOC(=O)c1ccc(NC(=O)Cc2noc3ccc(C)cc23)cc1	-2.8%
COCC(=O)NC1CCC12CCN(Cc1ccc(C)c(C)c1)CC2 (configuration not stated)	-2.5%
CC1CN(c2ccccc2C#N)C(=O)CN1C(=O)c1cnc2ccccc2c1 (configuration not stated)	6.2%
Cc1ccc(C(=O)N2CCN(Cc3ccc(Cl)cc3)CC2)cc1C	17.5%
O=c1n(CC2CC2)nc2n1CCC(NS(=O)(=O)c1cccnc1)CC2 (configuration not stated)	-9.8%
CCOC(=O)c1cnc2cc(Cl)c(OC)cc2c1Nc1ccc(Br)cc1C	?
Cc1ccc(OCc2cc(=O)n3c4c(sc3n2)CCCC4)cc1C	-4.7%
COC(=O)C1=C(C)Nc2nc3ccccc3n2C1c1cc(OC)c(OC)c(OC)c1 (configuration not stated)	17.6%
CCOC(=O)c1noc2ncnc(Nc3cccc(C(F)(F)F)c3)c12	11.2%

Bioassay records (PubChem BioAssay)
